Compound activity as filed in PubChem.
a7 integrin act = activators of alpha7 integrin expression for muscular dystrophy; Potency, µM (doses to about 38.3 µM), without a hit: at the top dose activation, usual class: activators; alpha7betagal myoblasts, beta-gal FDG fluorescence, 48 h; 0.064% of 350,000 active;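 also: potency is read from the fitted curve at half-maximal effect; 100% = response of the positive control SU9516; nearly all actives have a fitted effect of over 60% in size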
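alpha7betagal+/- myoblasts (passage 13, 250/well) treated 48 h at 37C with compounds at 1:260 dilution of DMSO stock. Lysed, then beta-galactosidase activity read as FDG fluorescence (ex 480/em 540) after 30 min, with pre-read for autofluorescence.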
TSG101-PTAP inh = blocks PTAP/TSG101 interaction to inhibit HIV-1 budding; Q99816; Fluorescence polarization, FITC-PTAP peptide / Tsg101 binding; Potency, µM (doses to about 115 µM), for the others: top-dose activity change, negative = inhibition, usual class: inhibitors; 340,000 tested, under 10 active; AID 493005; active = well fitted inhibition curve with a large enough effect in the main read-out, with a control signal flat, not every such curve was filed as active; inconclusive = small, poorly fitted or top-dose-only effect, or effect the other way, or a change in a side signal; inactive = no such curve, though single readings can be large or run the other way; also: potency is read from the fitted curve at half-maximal effect; % of control where 0% means no effect
Target sequence (Q99816 whole entry, looked up): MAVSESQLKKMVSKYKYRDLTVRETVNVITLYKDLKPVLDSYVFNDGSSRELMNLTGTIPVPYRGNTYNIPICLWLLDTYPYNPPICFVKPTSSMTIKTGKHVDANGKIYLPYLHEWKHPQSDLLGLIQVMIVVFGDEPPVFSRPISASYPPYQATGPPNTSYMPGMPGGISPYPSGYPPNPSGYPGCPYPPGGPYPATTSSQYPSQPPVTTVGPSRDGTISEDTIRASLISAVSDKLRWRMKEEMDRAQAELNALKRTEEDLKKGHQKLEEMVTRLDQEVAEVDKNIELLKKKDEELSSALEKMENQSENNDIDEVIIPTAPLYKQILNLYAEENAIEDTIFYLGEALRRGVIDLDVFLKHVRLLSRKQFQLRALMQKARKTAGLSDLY
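Fluorescence anisotropy tracks displacement of a FITC-tagged PTAP peptide (50 nM) from the Tsg101 binding domain (10 uM), following a 20 min room-temperature incubation at pH 7.5.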
Eya2 phos inh = inhibitors of human Eya2 phosphatase activity; 0.006% of 330,000 active; recombinant Eya2, OMFP fluorescence dephosphorylation (OMFP is methylfluorescein phosphate); Potency, µM (doses to about 76.9 µM), for the others: top-dose activity, negative = inhibition, hits mostly inhibitors; O00167; also: potency is read from the fitted curve at half-maximal effect; % is scaled to controls: 0 for no effect and ±100 for the full control effect
Target sequence (O00167 whole entry, looked up): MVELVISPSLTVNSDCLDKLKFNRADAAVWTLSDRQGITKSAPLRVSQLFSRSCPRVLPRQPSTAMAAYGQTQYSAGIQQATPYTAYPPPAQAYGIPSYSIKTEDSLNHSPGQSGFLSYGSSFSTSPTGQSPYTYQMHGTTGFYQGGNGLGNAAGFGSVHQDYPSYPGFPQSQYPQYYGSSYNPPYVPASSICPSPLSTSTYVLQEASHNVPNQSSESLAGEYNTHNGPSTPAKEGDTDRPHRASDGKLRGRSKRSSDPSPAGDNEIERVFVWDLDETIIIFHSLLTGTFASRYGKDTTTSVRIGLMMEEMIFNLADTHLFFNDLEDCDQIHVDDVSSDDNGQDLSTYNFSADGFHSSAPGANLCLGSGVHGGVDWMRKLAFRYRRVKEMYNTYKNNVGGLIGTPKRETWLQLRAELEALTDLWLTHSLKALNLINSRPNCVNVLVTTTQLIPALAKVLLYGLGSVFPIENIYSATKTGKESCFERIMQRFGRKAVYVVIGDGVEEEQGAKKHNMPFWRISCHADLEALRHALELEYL
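Eya2 (0.2 uM) preincubated 10 min at ambient with compound, then OMFP substrate added at 50 uM; 10 min reaction in 50 mM HEPES pH 7.5, 50 mM NaCl, 5 uM MgCl2, 0.05% BSA, 1 mM DTT. Fluorescence read at Ex 485/Em 525 nm.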
ASM inhibitor = inhibitors of human secretory acid sphingomyelinase | placental ASM, HMU-PC fluorogenic substrate, 60 min | Potency, µM (series often up to 57.5 µM), without a hit: top-dose activity change, negative = inhibition, hits mostly inhibitors | 0.006% of 340,000 active | AID 504937; also: potency is read from the fitted curve at half-maximal effect
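Fluorescence read-out (Ex 386 nm, Em 447 nm) after stopping the reaction at pH 10. Enzyme: ASM from human placenta; substrate HMU-PC0, 9 uM final; 60 min, 37 °C. Compound preincubation 10 min, ambient temperature.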
Mito fusion act = blocks mitochondrial division or promotes mitochondrial fusion | S. cerevisiae fusion-defective mutant growth rescue, CellTiterGlo 48 h | 0.23% of 320,000 active | Potency, µM (top dose mostly 46.1 µM), for inactives: at the top dose growth rescue (activation), most hits filed as activators;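 also: potency is read from the fitted curve at half-maximal effect; % of control where 0% means no effect; nearly all actives have a fitted effect of over 45% in size; temperature-sensitive fusion mutants such as fzo1-1 at 37 °C on non-fermentable ethanol glycerol medium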
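Luminescent cell viability in 1536-well qHTS format served as the measure of rescued growth in ts fusion-mutant S. cerevisiae cultured on non-fermentable YPEG for 48 hours at 37C.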
A-T KAP1 phos = potential ataxia-telangiectasia treatment. […] A-T fibroblasts, KAP-1 phosphorylation AlphaLISA; neocarzinostatin DNA damage 30 min before lysis. 0.19% of 320,000 active. AID 485349. Potency, µM (highest dose often 57.5 µM), without a hit: at the top dose activation, hits mostly activators; also: potency is read from the fitted curve at half-maximal effect; % of control where 0% means no effect; nearly all actives have a fitted effect of over 45% in size
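ATM-like activity read as KAP-1 phosphorylation via AlphaLISA donor/acceptor antibody pairs after lysis and 6 hr at 25C. Cells were ATM-null patient fibroblasts ([…], hTERT), dosed 60 min, then exposed to the DSB inducer NCS for 30 min.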
TCR act = T cell receptor activation | primary human leukocytes, anti-CD3, IL-2 HTRF, 48 h | Potency, µM (doses to about 9.22 µM), for inactives: top-dose activation of IL-2 secretion, most hits filed as activators | 330,000 tested, under 10 active | AID 504894; also: % of control where 0% means no effect
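Primary human leukocytes receive a-CD3 beads and test compound and are incubated 48 hr. Secreted IL-2 is then assayed by HTRF, measuring 665nm acceptor emission after 320nm excitation of the europium donor.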
Chronic BCR inh = inhibitors of chronic active B-cell receptor signaling; ABC-DLBCL IkBa-CBG/CBR reporter, luminescence ratio, 4 h; Potency, µM (series often up to 46.1 µM), for the others: top-dose ratio change, negative = lower green/red ratio, most hits filed as inhibitors; 0.05% of 340,000 active; AID 493014; active = well fitted inhibition curve with a large enough effect in the signal ratio, with a control signal flat, not every such curve was filed as active; inconclusive = small, poorly fitted or top-dose-only effect, or effect the other way, or a change in a side signal; the % refers to the signal ratio;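 also: potency is read from the fitted curve at half-maximal effect; plate controls were basal doxycycline-induced cells for no effect and cells given 10 µM MG132 for full effect; MG132 reads +100%, hits lower the ratio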
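Cell line TMD8 (human ABC DLBCL), stably expressing tet-inducible CBG68-IkBa fusion and CBR; IMDM/0.5% FBS; cpd up to 46 uM; dox induction, 4 h, 37C/5% CO2; dual luminescence; green/red ratio; MG132 control.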
ELG1 DNA repair = blocks ELG1-dependent DNA repair in HEK293T cells. HEK293T ELG1-luciferase reporter, luminescence, 16 h; DNA damage induced by 5-fluorouridine. Potency, µM (doses to about 46.1 µM), without a hit: at the top dose activity change, negative = inhibition, hits mostly inhibitors. 2.3% of 330,000 active; also: potency is read from the fitted curve at half-maximal effect; % is scaled to controls: 0 for no effect and ±100 for the full control effect; nearly all actives have a fitted effect of over 55% in size
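Cells (2,000 per well) received 5-fluorouridine plus test compound or DMSO and were incubated 16 hr at 37 °C, 5% CO2. Luciferase activity was read by luminescence 30 min after ONE-Glo addition; signal suppression marked inhibition of damage-induced ELG1 function.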
Tb PFK inh = T. brucei PFK enzyme inhibition | O15648 | T. brucei PFK, ADP-Glo luminescence | Potency, µM (doses to about 57.5 µM), for the others: top-dose activity, negative = inhibition, usual class: inhibitors | 0.17% of 330,000 active | AID 485367;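 also: potency is read from the fitted curve at half-maximal effect; 0% = uninhibited 1x PFK enzyme wells and -100% = no-enzyme wells; nearly all actives have a fitted effect of over 60% in size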
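1.25 nM PFK with 0.5 mM F6P and 0.1 mM ATP in 0.1 M TEA pH 8.0, 5 mM MgCl2, incubated 45 min at room temperature; ADP measured by ADP-Glo luminescence; compounds titrated up to 57 uM.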
TSHR antag = human thyrotropin receptor antagonism; P16473; TSHR-expressing cells, TSH-stimulated cAMP HTRF, 2 h; stronger effect = lower value; activity change, negative = inhibition, % at 11.5 µM; 0.2% of 330,000 active; AID 504810;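 active = activity change below a set negative limit, meaning inhibition stronger than a set level, cut at about -70% in these data; inconclusive = activity change between two set negative limits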; also: % is scaled to controls: 0 for no effect and ±100 for the full control effect
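Inhibition of cAMP made by TSHR-expressing cells under TSH stimulation (4nM final, EC80; 2 h, 37 deg C) is quantified with a one-step lysis HTRF kit, anti-cAMP cryptate versus cAMP-d2.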
* = called active by the depositor; ? = inconclusive; nt = not tested or not shown; & = joins results of further samples; [ ] = another dose, or the depositor's remark. Unless noted, calls follow the shape of the dose curve; as a rule, active = well fitted curve in the direction sought with a large enough effect; inconclusive = small, poorly fitted or top-dose-only effect, or another doubt; inactive = no such curve, though single readings can be large; an effect the other way counts as inactive or inconclusive.

SMILES | a7 integrin act | TSG101-PTAP inh | Eya2 phos inh | ASM inhibitor | Mito fusion act | A-T KAP1 phos | TCR act | Chronic BCR inh | ELG1 DNA repair | Tb PFK inh | TSHR antag
COc1ccccc1NC(=O)N(Cc1ccco1)Cc1cc2ccc(C)c(C)c2[nH]c1=O | -18% | 0% | 6% | -9% | 23% | -6% | -2% | -1% | 8.2µM* | 2% | -3
Cc1cn2c(nc1=O)OC1CC2OC1CO (configuration not stated) | -40% | -5% | 0% | 2% | -4% | -8% | -2% | 0% | 23% | -1% | 2
CC(=O)Nc1ccc(NCc2ccc(C)s2)cc1 | -7% | -3% | 0% | 1% | 1% | 2% | -23% | 1% | ? | -2% | 1
CCCc1cc(=O)oc2cc(C)cc(OCC(=O)NCCCN3CCOCC3)c12 | -31% | -4% | 6% | 3% | -13% | -4% | -3% | -7% | 10% | 2% | 14
COc1ccc2c(c1)CCc1cnc(N)nc1-2 | 11% | -1% | -23% | 13% | 7% | -3% | 2% | ? | -16% | 2% | 3
Cc1cc(Cl)c2oc(C(=O)NCC(C)(C)N3CCOCC3)c(C)c2c1 | 2% | -8% | -11% | -3% | -16% | -6% | 8% | ? | ? | 1% | 14
Cc1cc(C)cc(NC(=O)Cc2ccc(S(=O)(=O)N3CCCC3)s2)c1 | -6% | -4% | -27% | -1% | -2% | -1% | 0% | ? | ? | 0% | -14
O=C(NCc1cn2ccccc2n1)c1ccc2c(c1)OCO2 | -12% | -6% | 8% | 4% | -2% | nt | -1% | -8% | 1% | -4% | -3
CCN(C(=O)C1=COCCO1)c1nc2c(C)cccc2s1 | -13% | -3% | 7% | 4% | 2% | -2% | -2% | ? | ? | -13% | 8
Cc1ccc(C(=O)Nc2cccc(C(F)(F)F)c2)cc1NC(=O)c1cnnc2ccccc12 | 26%&21% | -1% | 3% | -5% | 24% | ? | -3% | ? | ? | -3% | 1
CCOCc1nnc(NC(=O)c2c(OC)cccc2OC)s1 | -8% | -3% | 2% | -2% | 0% | 1% | -2% | ? | 9% | 5% | 5
CCc1nn(CC(=O)NCCC2=CCCCC2)c(=O)c2cc3cc(F)ccc3n12 | -25% | 2% | -2% | -1% | 8% | 0% | 0% | 10% | -5% | -4% | 6
COc1ccc(C(=O)Nc2ccnn2C2CCN(C(=O)c3cccnc3)CC2)cc1 | -17% | -1% | 6% | -2% | 0% | 14% | 10% | 4% | -2% | 4% | 21
CCN(CC(=O)Nc1ccccc1C(F)(F)F)C(=O)Cn1c(=O)cnc2ccccc21 | 3% | -5% | -4% | 5% | -2% | 1% | 1% | 1% | 2% | -1% | 6
CC(NC(=O)c1ccco1)C(=O)Nc1nccs1 (configuration not stated) | 0% | 0% | 4% | 1% | nt | -11% | -9% | -10% | 9% | 1% | 23
COC(=O)[C@H](CC(C)C)NC(=O)N1CCCCC1 | 24% | -6% | 0% | 1% | 2% | -12% | -2% | -3% | 2% | 0% | 1
COc1ccc(Cl)cc1C(=O)OCC(=O)NC(=O)c1cccn1C | 26% | -3% | 3% | 0% | 1% | 4% | 0% | -30% | -5% | 2% | -4
CCCCCn1c(C(Cc2ccccc2)NC(C)=O)nc2ccccc21 (configuration not stated) | 0% | 0% | 7% | -5% | -2% | 11% | -2% | -25% | 1% | 0% | -5
O=C(CNC(=O)c1ccc2ccccc2c1)Nc1ncccc1O | 16% | -2% | -22% | 0% | -6% | 1% | 2% | nt | ? | -1% | 12
N#CCC(=O)Nc1ccc(C(=O)OCC(=O)N2CCCC2=O)cc1 | 2% | -4% | 7% | 3% | -6% | 1% | -5% | ? | 0% | 6% | 12
O=C(CSc1nc2ccccc2s1)Nc1cc(S(=O)(=O)N2CCOCC2)ccc1Cl | -11% | -1% | -9% | 0% | 12% | -5% | -4%[46.1 µM] | ? | 23µM* | 3% | 17
O=[N+]([O-])c1ccc(N2CCN(S(=O)(=O)c3ccccc3)CC2)cc1N1CCc2ccccc2C1 | 4% | -1% | 3% | 0% | -1% | -1% | -6%[46.1 µM] | -1% | 18% | 0% | 17
CCN(CC(=O)Nc1c(F)cccc1F)C(=O)CCc1ccc(OC)cc1 | 1% | 1% | 13% | 3% | -2% | -2% | -8% | ? | -6% | 0% | -2
CCOC(=O)CSc1nc2cc3c(cc2cc1C#N)OCCO3 | 34% | 0% | -11% | 19% | 8% | -3% | nt | 14% | ? | 0% | -6
CC(C)c1ccccc1NC(=S)NCc1ccncc1 | -4% | 3% | 16% | 2% | -3% | 2% | 0% | 0% | 5% | -9% | 4
COc1ccc(/C=C/C(=O)Nn2cnnc2)cc1 | 20% | 3% | -22% | 6% | 3% | nt | 0%[46.1 µM] | -7% | 20% | 7% | 19
O=c1cc(CO)oc(C(Nc2ccccn2)c2ccc(F)cc2)c1O (configuration not stated) | -12% | 3% | -3% | 4% | -4% | -3% | nt | -1% | 26% | 0% | -5
Cc1onc(-c2ccccc2)c1C(=O)NC(=S)NNC(=O)c1ccco1 | 0% | 0% | -2% | 1% | -12% | -3% | 1% | ? | 23µM* | 3% | -2
CCCC(c1nnnn1CCc1ccccc1)N1CCN(C(=O)c2ccco2)CC1 (configuration not stated) | -11% | -6% | 11% | 1% | 0% | 0% | -1% | 0% | ? | -3% | -4
CCOc1ccc(NC(=S)NCc2nc3ccccc3[nH]2)cc1 | -10% | 0% | 7% | 6% | -2% | -2% | -17% | 5% | -7% | 1% | 1
O=C(Nc1ccc(S(=O)(=O)C(F)F)cc1)c1cccc(S(=O)(=O)N2CCOCC2)c1 | 13% | -4% | 17% | -4% | -5% | 9% | 3% | 0% | ? | 1% | 1
COc1ccc(C(=O)Nc2cccc3nc(C)ccc23)c(OC)c1 | 22% | -2% | 10% | -2% | 0% | 3% | nt | 7% | 0% | 1% | 4
COc1cc(C)ccc1Oc1nc(-c2ccccc2O)nc2ccccc12 | 6% | -6% | 7% | -3% | 4% | -5% | 5% | 9% | 13% | 1% | -5
Fc1cccc(-c2csc(-c3ccno3)n2)c1 | 7% | -10% | 1% | 1% | -3% | 11% | 6% | 0% | ? | ? | 0
COc1ccc(-n2c(Cc3cccs3)nnc2SCC(=O)Nc2ccc3c(c2)OCCO3)cc1 | -29% | 0% | -18% | -8% | -3% | -3% | -3% | ? | ? | -1% | 4
CC(CC(=O)Nc1nncs1)c1ccccc1 (configuration not stated) | 10% | -4% | -4% | 5% | -3% | 5% | 1%[46.1 µM] | -15% | -3% | -4% | 7
Nc1nnnn1/N=C/c1ccccn1 | 20%[7.66 µM] | -6% | 7% | -4% | 1% | 4% | nt | ? | 7% | 0% | 35
O=C(O)c1ccc2cccnc2n1 | -7% | -3% | 9% | 12% | -11% | -1% | 5% | -2% | -9% | -2% | 8
Cc1ccc(NS(=O)(=O)c2cccc(C(=O)N3CCCCCCC3)c2)cc1 | 28% | -1% | 2% | nt | 8% | -10% | 4% | 13% | -14% | 20% | 14
COc1ccc(O)c(/C=N/N2CCCCC2)c1 | -6% | -10% | 1% | 0% | -7% | -9% | -2% | 2% | ? | 1% | 13
COc1ccccc1/C=C/CN1CCC(Oc2ccc(C(=O)N3CCCCC3)cc2)CC1 | -31% | -7% | -2% | 0% | -5% | -3% | 2% | -24% | -25% | -1% | -2
COc1ccccc1Oc1ccc(N/C=C/C(=O)C(C)(C)C)cc1 | 1% | -5% | -9% | 23% | 0% | -1% | -3% | -4% | -12% | -2% | -9
O=C(NC1CC2CCCC(C1)N2CC(=O)N1CCCc2ccccc21)C1CCCCC1 (configuration not stated) | -1% | -1% | -2% | 4% | -3% | 2% | 7%[46.1 µM] | -8% | 0% | 7% | 6
